Assay outcomes from PubChem.
Alkaline phosphatase – human TNAP enzyme inhibitors, biochemical, luminescent (AID 518); 64,000 tested, 0.09% active; inhibition, % at 20 µM, or IC50 in µM where a hit was titrated; purified TNAP enzyme, luminescent substrate readout; higher % means a stronger effect; in the data active = a potency from the dose series; inactive = the rest, 99 in 100 with inhibition below about 22%;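 note: plate controls were vehicle for no effect and reference inhibitor for full effect; many of its hits are not listed in these tables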
HT1080 cytotoxicity – HT1080 cell viability loss – fluorescence readout (AID 620). cytotoxicity, % at 10 µM; hits with a dose series show EC50 in µM. HT1080 viability, fluorescence; higher % means a stronger effect. 87,000 tested, 0.42% active;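 note: cells exposed to compound overnight then 4 h with Alamar Blue; 0% = vehicle DMSO and 100% = killing control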
HPDE-C7 cytotoxicity – HPDE-C7 pancreatic duct cell viability loss – fluorescence, HTS (AID 430). HPDE-C7 pancreatic duct cells viability, fluorescence; higher % means a stronger effect. cytotoxicity, % at 10 µM; hits with a dose series show EC50 in µM. 63,000 tested, 1.8% active;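 note: cells exposed to compound for 48 hours before viability readout; 0% = vehicle and 100% = reference cytotoxic drug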
Spn PMK inh – inhibitors of Streptococcus pneumoniae phosphomevalonate kinase; purified PMK, PK/LDH-coupled NADH absorbance 340 nm; inhibition, % at 10 µM; 65,000 tested, 0.49% active;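 active = top-ranked compounds by inhibition in the single 10 µM screen, taking a fixed number of the strongest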;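 note: 0% = full reaction with DMSO carrier and 100% = background rate without enzyme reaction; no value below 0 was filed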
MK inhibit – inhibitors of Streptococcus pneumoniae mevalonate kinase | purified MK, PK/LDH-coupled NADH absorbance 340 nm | inhibition, % at 10 µM | 65,000 tested, 0.48% active;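 active = ranked among the strongest by inhibition in the single 10 µM screen, a fixed top-ranked set picked for dose follow-up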; note: no value below 0 was filed
Bfl-1 inhibitors – Bfl-1 inhibitors, primary screen, biochemical, fluorescence polarization, FITC-Bid, mouse (AID 432). FITC-Bid BH3 peptide fluorescence polarization displacement; higher % means a stronger effect. displacement, % at 20 µM; hits with a dose series show IC50 in µM. 64,000 tested, 0.02% active; in the data active = a potency from the dose series; inactive = the rest, 99 in 100 with displacement below about 15%; note: strong numbers were not always called active
LYP inhibition – LYP phosphatase inhibitors, primary screen, biochemical, DiFMUP fluorescence, recombinant catalytic domain, 10 µM (AID 606); recombinant LYP catalytic domain, DiFMUP fluorescence; higher % means a stronger effect; one-dose inhibition, % at 10 µM; IC50 in µM for titrated hits; 52,000 tested, under 10 active;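 active = IC50 under 40 µM in the dose-response test; inactive = IC50 of 40 µM or more, or never dose-tested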
KRASV12 cytotoxicity – viability loss of HPDE-C7K cells – cell-based, fluorescence, HTS, primary screen (AID 431); HPDE-C7K KRASV12 cells, Alamar Blue viability, 48 h; higher % means a stronger effect; cytotoxicity, % at 10 µM, or EC50 in µM where a hit was titrated; 63,000 tested, 1.7% active;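 active = compounds whose percent cytotoxicity in the single-dose primary screen, scaled between solvent and toxic-drug controls, exceeds 50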;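 note: 0% = DMSO solvent wells and 100% = doxorubicin-treated wells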
Spn DPM-DC inh – inhibitors of Streptococcus pneumoniae diphosphomevalonate decarboxylase; purified DPM-DC, PK/LDH coupled NADH fluorescence; calls only at 10 µM; 65,000 tested, 0.49% active;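 active = the 320 compounds with the highest percent inhibition in the single-dose primary screen, excluding strongly autofluorescent ones, cut at about 32% in these data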;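 note: kinetic rate of NADH fluorescence loss reporting ADP formed by the decarboxylase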
Spn PMK inh pilot replicates – also measured in Spn PMK inh; calls as there; inhibition, %; measured here: pilot screen replicates
MK inhibit pilot replicates – further read-out of MK inhibit, marked with its call; inhibition, %; measured here: pilot screen replicates
Spn DPM-DC inh pilot screen % – also measured in Spn DPM-DC inh; calls as there; inhibition, %; measured here: pilot screen trials
The depositor's hits bear a star; i = inactive; / = no result given. Cut-off read from the data, not from the text of the source, unless noted: active = cytotoxicity above about 50%; inactive = the rest.

SMILES	Alkaline phosphatase	HT1080 cytotoxicity	HPDE-C7 cytotoxicity	Spn PMK inh	MK inhibit	Bfl-1 inhibitors	LYP inhibition	KRASV12 cytotoxicity	Spn DPM-DC inh	others
Cc1cccc(S(=O)(=O)Nc2nc3ccccc3nc2NCc2ccco2)c1	16%	-14%	11%	15	0	-11%	3%	11%	i
CC(OC(=O)CCc1nc2ccccc2c(=O)[nH]1)C(=O)NCc1ccc2c(c1)OCO2 (stereo unspecified)	8%	-9%	-9%	12	3	-5%	6%	-7%	i
O=C(O)c1ccc(N2CCCC2=O)cc1	6%	-3%	-2%	10	8	3%	/	-10%	i
Cn1c(=O)oc2cc(S(=O)(=O)Nc3cccc4c3CCCC4)ccc21	10%	-4%	/	6	12	4%	/	/	i
COC(=O)C1=CN(C2CC2)C=C(C(=O)OC)C1c1ccccc1OC	-14%	33%	3%	8	4	-14%	10%	-5%	/
CCC(NC(=O)c1ccccc1NC(=O)c1ccco1)C(=O)O (stereo unspecified)	6%	-6%	-4%	0	1	0%	-1%	-5%	i
Nc1c(Sc2ccccc2)c(=O)[nH]c(=O)n1Cc1ccccc1	10%	-1%	1%	8	9	3%	2%	23%	i	Spn PMK inh pilot replicates=6.0;MK inhibit pilot replicates=0.0;Spn DPM-DC inh pilot screen %=1.5
COc1ccc(-c2nnc(NC(=O)c3ccc(S(=O)(=O)N4CCc5ccccc5C4)cc3)o2)cc1	7%	-6%	41%	3	0	-5%	/	40%	i
Nc1nonc1C(=O)NCCNCc1cc(Br)ccc1OCc1ccccc1F	14%	100%*	20%	10	15	-8%	-3%	17%	i	Spn PMK inh pilot replicates=3.5;MK inhibit pilot replicates=0.5;Spn DPM-DC inh pilot screen %=0.5
O=C(Nc1c(-c2ccccc2)nc2sccn12)c1ccccc1	19%	4%	-11%	40*	15	-1%	16%	-1%	i
O=C(c1csc(Nc2ccccc2Cl)n1)N1CCCC1	2%	4%	7%	15	0	5%	/	2%	i
CC1C2CC(C(S(=O)(=O)N3CCOCC3)C2=O)C1(C)C (stereo unspecified)	1%	-9%	-19%	13	0	0%	4%	-1%	i
Cc1ccc(S(=O)(=O)NCCN=C(CN2CCOCC2)NS(=O)(=O)c2ccc(C)cc2)cc1	8%	2%	-11%	11	0	3%	8%	4%	i
CCc1cccc(C)c1NC(=O)CCCC(=O)O	7%	-6%	2%	0	8	4%	8%	0%	i
Cc1[nH]n2c(=O)c3c(nc2c1-c1ccccc1)CCC3	2%	6%	4%	0	6	-4%	-1%	-2%	i
CC(=O)Oc1c(Cl)c(N2CCOCC2)c(OC(C)=O)c2ccccc12	9%	-27%	-12%	14	7	0%	/	-28%	i
O=C1CCC(C(=O)N(c2ccccc2)C2(C(=O)NC3CCCCC3)CCCCC2)N1 (stereo unspecified)	11%	16%	-14%	6	3	0%	/	-4%	i
CCOc1ccccc1NC(=O)CN(c1ccc(OC)cc1)S(=O)(=O)c1c(C)noc1C	1%	53%*	67%*	15	5	-3%	-2%	53%*	i
CC(C)CC1NC(=O)N(CC(=O)N2CCN(S(=O)(=O)c3ccc4ccccc4c3)CC2)C1=O (stereo unspecified)	5%	-6%	-4%	0	11	-4%	/	-5%	i
CCOC(=O)C(NC(C)=O)(Nc1ccc(S(=O)(=O)Nc2nccs2)cc1)C(F)(F)F (stereo unspecified)	/	1%	/	10	6	/	7%	/	i	Spn PMK inh pilot replicates=0.5;MK inhibit pilot replicates=2.5;Spn DPM-DC inh pilot screen %=4.5
O=C(O)CCc1ccc(-c2cccs2)n1NC(=O)c1ccc(Cl)cc1	12%	/	1%	0	2	22%	8%	-15%	i
Cc1ccc(N2CC(C(=O)NCCc3ccc(S(N)(=O)=O)cc3)CC2=O)cc1 (stereo unspecified)	3%	-2%	-20%	8	4	-3%	8%	-23%	i
O=C(CN1C(=O)COc2ccccc21)Nc1ccc2c(c1)OCCO2	3%	0%	3%	4	5	-5%	1%	7%	i
N#CC1=C2SCC(O)(c3ccccc3)N2C(=O)CC1c1ccccc1 (stereo unspecified)	6%	63%*	70%*	5	5	4%	1%	66%*	i
CCOc1ccc(-n2nnnc2SCC(=O)c2ccccc2)cc1	7%	0%	60%*	3	3	2%	6%	-3%	i
CCC(C(=O)Nc1ncn[nH]1)(C(F)(F)F)C(F)(F)F	5%	/	0%	2	0	0%	/	-6%	i
COc1ccccc1OCC(=O)Nc1cccc(C(=O)N2CCOCC2)c1	5%	-3%	1%	4	6	-3%	9%	9%	i
Cc1ccc(C)c(N2CCN(S(=O)(=O)c3ccc4c(c3)CCC(=O)N4)CC2)c1	11%	-9%	-4%	12	0	-6%	18%	-3%	i
CC(C)(C)C(=O)COC(=O)c1cccc(NC(=O)c2ccco2)c1	9%	3%	2%	12	1	10%	/	-1%	i
CCc1ccccc1NC(=O)CCc1nc(-c2ccc(C)cc2)no1	8%	16%	-6%	17	8	-5%	6%	-3%	i	Spn PMK inh pilot replicates=5.5;MK inhibit pilot replicates=0.0;Spn DPM-DC inh pilot screen %=2.0
Cc1ccc(N=Cc2cccc(O)c2O)c(C)c1	2%	1%	11%	0	17	0%	/	19%	i
C=CCn1c(-c2ccoc2)n[nH]c1=S	9%	-7%	-11%	10	28	0%	10%	-4%	i
O=C(CCNS(=O)(=O)c1ccccc1F)NCc1ccc2c(c1)OCO2	3%	0%	-13%	11	1	-6%	4%	-18%	i
O=C(NCCN1CCOCC1)c1ccc(=O)oc1	6%	-16%	-2%	0	5	-2%	3%	-7%	i
O=C(c1ccc(NC2=NC3CS(=O)(=O)CC3S2)cc1)N1CCc2ccccc2C1 (stereo unspecified)	8%	1%	-4%	5	5	-8%	-5%	-2%	i
CCC(=O)c1ccc(OCC(O)CN2CCN(S(=O)(=O)N3CCCCC3)CC2)cc1 (stereo unspecified)	7%	-6%	0%	1	4	-7%	/	3%	i	Spn PMK inh pilot replicates=1.5;MK inhibit pilot replicates=0.0;Spn DPM-DC inh pilot screen %=0.0
CCC(Sc1nc2c(cnn2-c2ccc(Cl)cc2)c(=O)[nH]1)C(=O)OC (stereo unspecified)	12%	-3%	9%	9	17	0%	-1%	-1%	i
CCOC(=O)c1cc(=O)n2[nH]c(-c3ccc(C)cc3)cc2n1	13%	22%	36%	10	15	0%	3%	26%	/
COc1ccccc1C1/C(=C(/O)c2ccc(OC(C)C)cc2)C(=O)C(=O)N1c1cc(C)on1 (stereo unspecified)	10%	3%	5%	16	0	7%	-2%	9%	i
O=C(COC(=O)C12CC3CC(CC(O)(C3)C1)C2)Nc1ccccc1OC(F)F	5%	-3%	-6%	19	3	-4%	/	1%	i

Nothing new here: entries from further up.
SMILES	Alkaline phosphatase	HT1080 cytotoxicity	HPDE-C7 cytotoxicity	Spn PMK inh	MK inhibit	Bfl-1 inhibitors	LYP inhibition	KRASV12 cytotoxicity	Spn DPM-DC inh	others
O=C(O)CCc1ccc(-c2cccs2)n1NC(=O)c1ccc(Cl)cc1	12%	/	1%	0	2	22%	8%	-15%	i
Cc1ccc(N2CC(C(=O)NCCc3ccc(S(N)(=O)=O)cc3)CC2=O)cc1 (stereo unspecified)	3%	-2%	-20%	8	4	-3%	8%	-23%	i

The list continues:
SMILES	Alkaline phosphatase	HT1080 cytotoxicity	HPDE-C7 cytotoxicity	Spn PMK inh	MK inhibit	Bfl-1 inhibitors	LYP inhibition	KRASV12 cytotoxicity	Spn DPM-DC inh	others
O=C1CCCc2nc(N3CCc4ccccc43)ncc21	10%	-6%	-15%	18	10	-1%	8%	-12%	i
COc1ccc(N(CC(=O)Nc2ccc(OC)c(Cl)c2)S(=O)(=O)c2c(C)noc2C)cc1	4%	-5%	-10%	13	3	0%	6%	-4%	i
CC1(C)OC(=O)N(Cc2ccco2)C1(C)O (stereo unspecified)	3%	2%	-2%	12	8	3%	19%	1%	i
CCN1CCCC1CNc1ncnc2c1[nH]c1ccc(Cl)cc12 (stereo unspecified)	7%	14%	13%	12	10	1%	/	11%	i
O=C(CCNC(=O)Cn1cnc2ccccc2c1=O)NCCC1=CCCCC1	3%	5%	-10%	0	/	1%	-4%	4%	i
O=C(O)c1ccc(COCC(F)(F)F)cc1	12%	2%	-8%	9	10	-3%	6%	-2%	i
COc1ccc(C2=NOC(C(=O)NC(C)C)C2)cc1 (stereo unspecified)	7%	-6%	-16%	12	4	0%	13%	-2%	i
O=C(CCNS(=O)(=O)c1cccc2nsnc12)NCc1cccs1	16%	/	-17%	0	7	5%	/	0%	i	Spn PMK inh pilot replicates=0.5;MK inhibit pilot replicates=0.0;Spn DPM-DC inh pilot screen %=0.5
CCOC(=O)c1sc(NC(=O)c2noc3c2CCCC3)c(C(=O)OCC)c1C	18%	-2%	11%	5	12	0%	2%	10%	/	Spn PMK inh pilot replicates=2.0;MK inhibit pilot replicates=1.0
COc1cccc(C(=O)N2CCN(C(=O)c3cccs3)CC2)c1OC	6%	-3%	-11%	7	8	-14%	0%	0%	i
COCCNc1ncnc2nc[nH]c12	9%	-8%	-6%	0	9	-3%	/	-5%	i
COc1ccc2c(c1)c1ncnc(N3CCN(Cc4ccc5c(c4)OCO5)CC3)c1n2C	6%	27%	55%*	7	5	4%	/	43%	i
CN(CCCNC(=O)C1CCCN(S(=O)(=O)c2cnc[nH]2)C1)c1ccccc1 (stereo unspecified)	15%	-3%	2%	5	1	3%	7%	-3%	i
COc1ccc(OCC(=O)Nc2cccc(OC)c2)cc1	6%	0%	2%	7	10	-1%	16%	14%	i
COc1ccc(OC)c(C(=O)COC(=O)c2cc(C)oc2C)c1	15%	-7%	-4%	11	4	-4%	5%	-4%	i	Spn PMK inh pilot replicates=0.0;MK inhibit pilot replicates=0.0;Spn DPM-DC inh pilot screen %=0.0
CC(C)(C)NCC(=O)c1c[nH]c2ccccc12	11%	-9%	3%	3	4	0%	4%	-8%	i
Cc1occc1-c1nnc(SCc2nc3ccccc3c(=O)n2CC#N)n1C	8%	4%	-8%	13	3	-5%	17%	-5%	i
CCN(CC)CCCN(Cc1cc2cc(OC)ccc2[nH]c1=O)C(=O)Nc1ccccc1	8%	/	8%	16	2	-3%	/	15%	i	Spn PMK inh pilot replicates=8.0;MK inhibit pilot replicates=1.5;Spn DPM-DC inh pilot screen %=3.5
COc1ccc(S(=O)(=O)c2c(N)n(Cc3ccco3)c3nc4ccccc4nc23)cc1	15%	-2%	10%	16	12	17%	2%	17%	/
CC(C(=O)NCc1ccccn1)N1C(=O)c2ccccc2C1=O (stereo unspecified)	-3%	3%	-1%	22	0	-4%	/	-7%	i
CCN(c1ccccc1)S(=O)(=O)c1ccc(C(=O)Nc2nnc(COC)o2)cc1	10%	-5%	61%*	19	3	-1%	-4%	44%	i
CC(=O)C1=C(O)C(=O)N(CO)C1c1ccccc1F (stereo unspecified)	6%	-9%	-1%	5	7	-2%	-2%	-4%	i
O=C(NCCCn1ccnc1)c1ccncc1	10%	2%	3%	0	9	-2%	-1%	-6%	i
Cc1cc(C)nc(NC(=O)Nc2ccccc2C(F)(F)F)n1	-1%	16%	40%	7	9	-6%	8%	29%	i
